Assay outcomes as filed in PubChem.
SIAE inh: inhibitors of human sialic acid acetylesterase SIAE; inhibition, % at 9.66 µM; SIAE FP-Rh probe binding, fluorescence polarization; hit rate 0.69% among 370,000; Q9HAT2;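 active = inhibition above a cutoff: mean of compounds within the control limits plus 3 SD of those, cut at about 17% in these data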;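 also: 0% = plate median of compound wells and 100% = probe without SIAE protein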
Target sequence (Q9HAT2 whole entry, looked up): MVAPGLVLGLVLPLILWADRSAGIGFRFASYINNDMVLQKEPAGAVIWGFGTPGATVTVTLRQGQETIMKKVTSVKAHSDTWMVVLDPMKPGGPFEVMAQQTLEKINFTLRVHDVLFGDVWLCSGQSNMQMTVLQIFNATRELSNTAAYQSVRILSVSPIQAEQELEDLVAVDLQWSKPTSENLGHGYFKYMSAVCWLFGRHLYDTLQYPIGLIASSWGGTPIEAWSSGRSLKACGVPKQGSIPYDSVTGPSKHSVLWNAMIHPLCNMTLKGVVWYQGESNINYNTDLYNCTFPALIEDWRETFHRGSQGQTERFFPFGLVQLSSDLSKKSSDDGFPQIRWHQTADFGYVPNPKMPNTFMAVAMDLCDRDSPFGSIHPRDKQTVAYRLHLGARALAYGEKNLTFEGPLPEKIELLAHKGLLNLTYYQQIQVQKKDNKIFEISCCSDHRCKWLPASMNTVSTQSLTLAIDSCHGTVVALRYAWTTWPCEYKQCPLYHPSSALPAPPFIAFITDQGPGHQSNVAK
GC-B act: GC-B (human) receptor activation; HEK293-GC-B cells, CNP EC30, cGMP TR-FRET; 0% at EC30 CNP, 100% saturating CNP; P20594; activation, % at 10 µM; hit rate 0.11% among 370,000; AID 1920062;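 active = activation at 10 µM reaching about 35% in either raw or pattern-adjusted values, limit read from the data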
HTRA1 inhibitor: blocks human HTRA1 serine peptidase; Q92743; recombinant HTRA1, FP-rhodamine activity-based probe, fluorescence polarization; inhibition, % at 5.96 µM; hit rate 0.5% among 340,000; AID 504803; in the data active = inhibition above about 36%;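 also: 0% = enzyme with DMSO and 100% = wells lacking enzyme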
Target sequence (Q92743 whole entry, looked up): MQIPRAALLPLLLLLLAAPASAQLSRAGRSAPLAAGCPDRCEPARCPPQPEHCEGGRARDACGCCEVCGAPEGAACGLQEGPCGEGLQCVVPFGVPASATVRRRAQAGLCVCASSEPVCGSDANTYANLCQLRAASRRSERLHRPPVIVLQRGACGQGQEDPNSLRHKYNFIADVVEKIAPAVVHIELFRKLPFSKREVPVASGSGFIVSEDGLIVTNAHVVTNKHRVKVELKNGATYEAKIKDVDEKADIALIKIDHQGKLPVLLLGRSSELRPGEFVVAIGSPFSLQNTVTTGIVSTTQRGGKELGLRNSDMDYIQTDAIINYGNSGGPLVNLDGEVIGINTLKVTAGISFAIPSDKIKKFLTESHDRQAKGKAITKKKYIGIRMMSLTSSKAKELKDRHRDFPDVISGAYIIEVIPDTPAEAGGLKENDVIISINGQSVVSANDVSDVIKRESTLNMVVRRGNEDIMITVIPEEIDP
TCR-CD3 inh: human TCR-CD3 binding inhibition; TAMRA-labeled TCR probe fluorescence, biochemical; inhibition, % at 9.4 µM; hit rate 0.37% among 360,000; AID 651800; in the data active = inhibition above about 19%;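 also: recombinant mutant TCR 2C K166C tagged with TAMRA read by polarization; 0% = receptor in buffer alone and 100% = receptor with positive control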
LEDGF integ inh: blocks HIV-1 LEDGF/p75-dependent DNA integration. TR-FRET IN-LEDGF/p75 DNA integration, Eu/Cy5. inhibition, % at 3.7 µM. hit rate 0.64% among 370,000;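 active = inhibition above the screen-wide mean plus 3 SD, cut at about 13% in these data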;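 also: signal is the Cy5 over europium emission ratio at 671 and 618 nm; 0% = plate median of compound wells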
mABHD4 FP: inhibits mouse alpha/beta hydrolase domain 4; hit rate 0.54% among 370,000; inhibition, % at 8.92 µM; purified mABHD4, FP-Rh probe fluorescence polarization;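 active = inhibition exceeding the mean over every tested compound plus 3 SD, cut at about 30% in these data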;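 also: 0% = plate median of compound wells and 100% = S159A mutant with DMSO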
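Assay system: Wild-type mouse ABHD4 protein | Medium: HEPES pH 7.0 buffer, 150 mM NaCl, 0.01% Pluronic F-127 | Incubation: Enzyme–compound pre-incubation 45 min, then probe 60 min, both 25 °C | Technique: Fluorescence polarization with parallel and perpendicular emission, 525/598 nm | Evaluation: % inhibition of FP-Rh probe binding versus controls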
PRMT1 inh: inhibitors of human PRMT1; Q99873; recombinant PRMT1, activity-based probe fluorescence polarization; inhibition, % at 2.79 µM; hit rate 1.3% among 370,000; AID 652257;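 active = inhibition above about 21% made by adding two undisclosed values, limit read from the data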
MBD2 DNA inh: MBD2-methylated oligo binding inhibition; TR-FRET, MBD2 binding to methylated oligonucleotide; AID 686964; Q9UBB5; inhibition, % at 4.4 µM; hit rate 0.31% among 370,000; in the data active = inhibition above about 13%
rCAG RNA binder: r(CAG) repeat RNA binding; TO-PRO-1 dye displacement fluorescence; inhibition, % at 3 µM; hit rate 1.3% among 370,000;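 active = inhibition above the plate cutoff, the mean of all test compounds on that plate plus 3 SD, cut at about 35% in these data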;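 also: 0% = DMSO alone and 100% = 100 µM mitoxantrone as full dye displacement; higher means more dye released from RNA so lower well fluorescence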
TDP2 inh: blocks human TDP2 phosphodiesterase activity; O95551; recombinant TDP2, T5PNP hydrolysis, p-nitrophenol absorbance 415 nm; inhibition, % at 12.8 µM; hit rate 0.34% among 370,000; AID 720702;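 active = inhibition above the mean of all tested compounds plus 3 SD, set per campaign, cut at about 25% in these data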;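 also: 0% = DMSO with enzyme and 100% = buffer with substrate but no TDP2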
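Test system: human TDP2 enzyme; Input: 120 nM TDP2 per well; Buffer or medium: Mg2+-containing Tris-HCl buffer, pH 7.5; Reagent: 5 mM T5PNP; Dosing: 12.8 µM single point, 1% DMSO; Incubation: reaction 2 h, 37 °C; Detection: p-Nitrophenol epi absorbance; Read-out: % inhibition relative to enzyme-containing and enzyme-free wells; Replicates: single well per compound.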
* marks the source's active call; other numbers are inactive results. An excerpt (hit frequency here may not be typical).

`O=C(OC1CCOC1=O)c1cc(-c2ccccc2)nc2ccccc12` (stereo not given) gave SIAE inh 1, GC-B act -1, HTRA1 inhibitor -1, TCR-CD3 inh 0, LEDGF integ inh 5, mABHD4 FP -5, PRMT1 inh -2, MBD2 DNA inh 2, rCAG RNA binder 5 and TDP2 inh 3.
O=C(CSc1cccc2cccnc12)N/N=C/c1ccc(O)cc1 was read as SIAE inh 6, GC-B act -2, HTRA1 inhibitor 4, TCR-CD3 inh 1, LEDGF integ inh -2, mABHD4 FP -1, PRMT1 inh 1, MBD2 DNA inh -7, rCAG RNA binder 2 and TDP2 inh 9.
Cc1ccc(CNC(=O)CSc2n[nH]c(N)n2)cc1 was read as SIAE inh -7, GC-B act 6, HTRA1 inhibitor 4, TCR-CD3 inh 3, LEDGF integ inh -3, mABHD4 FP 3, PRMT1 inh -1, MBD2 DNA inh -1, rCAG RNA binder -1 and TDP2 inh -6.
`O=C(COc1ccc2c(c1)CCC2)N1CCN(c2ccccc2F)CC1` gave SIAE inh 5, GC-B act 3, HTRA1 inhibitor 3, TCR-CD3 inh -2, LEDGF integ inh 4, mABHD4 FP -16, PRMT1 inh -4, MBD2 DNA inh 1, rCAG RNA binder -5 and TDP2 inh 11.
Screening O=C(/C=C/c1ccc(S(=O)(=O)N2CCOCC2)cc1)NCc1ccccc1F returned SIAE inh 7, GC-B act -12, HTRA1 inhibitor -8, TCR-CD3 inh -6, LEDGF integ inh -1, mABHD4 FP 3, PRMT1 inh 1, MBD2 DNA inh 1, rCAG RNA binder 4 and TDP2 inh -5.
For Cc1ccnc2nc(C(=O)OCCOc3cccc(Br)c3)nn12 the results were SIAE inh -5, GC-B act -5, HTRA1 inhibitor -1, TCR-CD3 inh -8, LEDGF integ inh 0, mABHD4 FP 5, PRMT1 inh 4, MBD2 DNA inh 1, rCAG RNA binder -3 and TDP2 inh 11.
COCCNC(=O)c1ccc(-n2c(SCc3cc(F)ccc3F)nc3ccccc3c2=O)cc1 was read as SIAE inh -1, GC-B act 8, HTRA1 inhibitor -1, TCR-CD3 inh -10, LEDGF integ inh 1, mABHD4 FP 1, PRMT1 inh 1, MBD2 DNA inh -3, rCAG RNA binder 1 and TDP2 inh 1.
Screening CCc1nn(CC(=O)N2CCN(CC)CC2)c(=O)c2cc3sccc3n12 returned SIAE inh 2, GC-B act -2, HTRA1 inhibitor 19, TCR-CD3 inh 4, LEDGF integ inh -2, mABHD4 FP 5, PRMT1 inh 0, MBD2 DNA inh -5, rCAG RNA binder 2 and TDP2 inh -4.
For O=C(NCc1cccnc1)C1CC(c2ccccc2Cl)=NO1 (stereo not given) the results were SIAE inh -1, GC-B act 2, HTRA1 inhibitor -6, TCR-CD3 inh 6, LEDGF integ inh -3, mABHD4 FP -6, PRMT1 inh 4, MBD2 DNA inh 1, rCAG RNA binder 5 and TDP2 inh 9.
Cc1ccc(S(=O)(=O)Nc2cccc(C(=O)N3CCCC3)c2)cc1F was read as SIAE inh -1, GC-B act 1, HTRA1 inhibitor 7, TCR-CD3 inh -5, LEDGF integ inh -4, mABHD4 FP 2, PRMT1 inh 3, MBD2 DNA inh 3, rCAG RNA binder -1 and TDP2 inh 1.
For O=C(COC(=O)c1ccco1)Nc1cccc(S(=O)(=O)N2CCCCC2)c1 the results were SIAE inh 0, GC-B act -1, HTRA1 inhibitor -5, TCR-CD3 inh 9, LEDGF integ inh 1, mABHD4 FP -4, PRMT1 inh -5, MBD2 DNA inh -7, rCAG RNA binder 2 and TDP2 inh -9.
`Cc1ccc(NC(=O)Cn2c(CCC(=O)O)ccc2-c2cccs2)cc1Cl` gave SIAE inh 126*, GC-B act 1, HTRA1 inhibitor -24, TCR-CD3 inh -4, LEDGF integ inh 8, mABHD4 FP -2, PRMT1 inh 4, MBD2 DNA inh -7, rCAG RNA binder 31 and TDP2 inh 2.
For O=C1NC2(c3ccccc3)NC(=O)NC2(c2ccccc2)N1 (stereo not given) the results were SIAE inh -1, GC-B act -1, HTRA1 inhibitor -3, TCR-CD3 inh 3, LEDGF integ inh 1, mABHD4 FP -3, PRMT1 inh -2, MBD2 DNA inh 0, rCAG RNA binder 1 and TDP2 inh 3.
O=C(O)COCc1nc2ccccc2s1 was read as SIAE inh -4, GC-B act -2, HTRA1 inhibitor 0, TCR-CD3 inh 11, LEDGF integ inh 1, mABHD4 FP 12, PRMT1 inh 53*, MBD2 DNA inh -2, rCAG RNA binder 1 and TDP2 inh -3.
Screening CN(CC(=O)Nc1ccc(C(N)=O)cc1)CC(=O)Nc1ccccc1Br returned SIAE inh -7, GC-B act -5, HTRA1 inhibitor -8, TCR-CD3 inh 6, LEDGF integ inh 4, mABHD4 FP -4, PRMT1 inh -3, MBD2 DNA inh 4, rCAG RNA binder 2 and TDP2 inh -10.
Screening COc1ccc(CCNS(=O)(=O)CC23CCC(CC2=O)C3(C)C)cc1OC (stereo not given) returned SIAE inh 4, GC-B act -2, HTRA1 inhibitor 2, TCR-CD3 inh 0, LEDGF integ inh -2, mABHD4 FP 1, PRMT1 inh 0, MBD2 DNA inh 1, rCAG RNA binder -7 and TDP2 inh 7.
Screening Oc1ccccc1Oc1c(F)c(F)nc(N2CCCC2)c1F returned SIAE inh 0, GC-B act 3, HTRA1 inhibitor -15, TCR-CD3 inh 5, LEDGF integ inh 4, mABHD4 FP -29, PRMT1 inh 0, MBD2 DNA inh -7, rCAG RNA binder 3 and TDP2 inh -5.
`COc1ccccc1C(=O)NCC(=O)OCC(=O)NNC(=O)c1ccc(Br)cc1` gave SIAE inh -10, GC-B act -2, HTRA1 inhibitor 4, TCR-CD3 inh 7, LEDGF integ inh 4, mABHD4 FP -7, PRMT1 inh -2, MBD2 DNA inh -7, rCAG RNA binder 5 and TDP2 inh -6.
S=C(c1ccc2c(c1)OCO2)N1CCOCC1 was read as SIAE inh -1, GC-B act 5, HTRA1 inhibitor 3, TCR-CD3 inh -2, LEDGF integ inh -2, mABHD4 FP 0, PRMT1 inh 0, MBD2 DNA inh 3, rCAG RNA binder -1 and TDP2 inh -5.
`COc1ccc(NC2CCCN(Cc3cccc4cnccc34)C2)cc1OC` (stereo not given) gave SIAE inh 7, GC-B act -1, HTRA1 inhibitor 6, TCR-CD3 inh 5, LEDGF integ inh -1, mABHD4 FP 4, PRMT1 inh 1, MBD2 DNA inh -2, rCAG RNA binder -5 and TDP2 inh 13.
For Cc1ccc(CN(c2ccc(C(=O)N3CCc4ccccc4C3)cc2)S(C)(=O)=O)cc1 the results were SIAE inh 0, GC-B act -5, HTRA1 inhibitor -6, TCR-CD3 inh 1, LEDGF integ inh -2, mABHD4 FP 1, PRMT1 inh -1, MBD2 DNA inh 3, rCAG RNA binder -4 and TDP2 inh -13.
For Cc1ccc(C(=O)CN(CCC(=O)O)S(=O)(=O)c2ccc([N+](=O)[O-])cc2)cc1 the results were SIAE inh -7, GC-B act 6, HTRA1 inhibitor -6, TCR-CD3 inh -5, LEDGF integ inh 5, mABHD4 FP 6, PRMT1 inh 1, MBD2 DNA inh -1, rCAG RNA binder 11 and TDP2 inh -15.
`CCCC(=O)Nc1nc2nc(-c3ccccc3)cc(-c3ccccc3)n2n1` gave SIAE inh 2, GC-B act 0, HTRA1 inhibitor 8, TCR-CD3 inh 9, LEDGF integ inh 0, mABHD4 FP 0, PRMT1 inh -1, MBD2 DNA inh 2, rCAG RNA binder 4 and TDP2 inh 2.
Screening COc1ccc(S(=O)(=O)N2CCOCC2)cc1NC(=O)COC(=O)CCS(=O)(=O)c1ccc(C)cc1 returned SIAE inh -4, GC-B act 0, HTRA1 inhibitor 3, TCR-CD3 inh 4, LEDGF integ inh 5, mABHD4 FP 5, PRMT1 inh -3, MBD2 DNA inh 0, rCAG RNA binder -1 and TDP2 inh -7.
`COc1ccc(C(=O)NCC(=O)OCc2ccc([N+](=O)[O-])cc2)cc1` gave SIAE inh -9, GC-B act -1, HTRA1 inhibitor -6, TCR-CD3 inh 8, LEDGF integ inh -3, mABHD4 FP 1, PRMT1 inh -1, MBD2 DNA inh 1, rCAG RNA binder 0 and TDP2 inh 3.
Cc1cccc(C2(c3cccc(C)c3)OC(=O)c3ccccc32)c1 was read as SIAE inh -6, GC-B act -3, HTRA1 inhibitor -53, TCR-CD3 inh -6, LEDGF integ inh 5, mABHD4 FP -24, PRMT1 inh -1, MBD2 DNA inh -3, rCAG RNA binder 4 and TDP2 inh -22.
Screening Cc1nc(SCC(=O)O)c(C#N)c(C)c1CC(=O)c1ccccc1 returned SIAE inh 10, GC-B act -1, TCR-CD3 inh 1, LEDGF integ inh -2, mABHD4 FP -3, PRMT1 inh 3, MBD2 DNA inh -3, rCAG RNA binder 4 and TDP2 inh -4.
`COc1cc(CCC(=O)N2CCN(S(=O)(=O)c3ccc(C)cc3)CC2)cc(OC)c1OC` gave SIAE inh -2, GC-B act -3, HTRA1 inhibitor 0, TCR-CD3 inh 0, LEDGF integ inh 4, mABHD4 FP -7, PRMT1 inh -6, MBD2 DNA inh 1, rCAG RNA binder -4 and TDP2 inh 3.
`CCOC(=O)Cc1csc(NC(=O)c2csc3c2CCCC3)n1` gave SIAE inh -4, GC-B act 1, HTRA1 inhibitor -24, TCR-CD3 inh 2, LEDGF integ inh 2, mABHD4 FP 2, PRMT1 inh 4, MBD2 DNA inh 3, rCAG RNA binder 8 and TDP2 inh -2.
Screening CC(=O)NS(=O)(=O)c1ccc(NS(=O)(=O)c2ccccc2[N+](=O)[O-])cc1 returned SIAE inh -3, GC-B act 5, HTRA1 inhibitor -4, TCR-CD3 inh 0, LEDGF integ inh 1, mABHD4 FP -2, PRMT1 inh -3, MBD2 DNA inh -2, rCAG RNA binder 0 and TDP2 inh 15.
`O=C(c1ccco1)N1CCN(c2ncnc3c2oc2ccccc23)CC1` gave SIAE inh -8, GC-B act 2, HTRA1 inhibitor -1, TCR-CD3 inh -7, LEDGF integ inh 0, mABHD4 FP -2, PRMT1 inh 2, MBD2 DNA inh 6, rCAG RNA binder -6 and TDP2 inh -1.
Screening O=C(CN1CCOCC1)Nc1cccc(Cl)c1Cl returned SIAE inh -5, GC-B act 2, HTRA1 inhibitor 2, TCR-CD3 inh 5, LEDGF integ inh 2, mABHD4 FP 4, PRMT1 inh -2, MBD2 DNA inh -3, rCAG RNA binder -2 and TDP2 inh 6.
Screening CC(=O)c1ccc(N2CCN(c3ccc4cc(S(=O)(=O)N5CCC(C)CC5)ccc4n3)CC2)cc1 returned SIAE inh -4, GC-B act 6, HTRA1 inhibitor 1, TCR-CD3 inh 3, LEDGF integ inh 3, mABHD4 FP -8, PRMT1 inh -3, MBD2 DNA inh -2, rCAG RNA binder 3 and TDP2 inh 0.
Screening CCN(CC(=O)Nc1ccccc1C(F)(F)F)C(=O)C1CSC2(C)CCC(=O)N12 (stereo not given) returned SIAE inh 4, GC-B act -1, HTRA1 inhibitor -1, TCR-CD3 inh 9, LEDGF integ inh -1, mABHD4 FP 0, PRMT1 inh -1, MBD2 DNA inh -4, rCAG RNA binder -5 and TDP2 inh -9.
